AMPAR-TARP mod = modulators of GluA2-stargazin AMPA receptor complexes, primary screen, cell-based, membrane potential dye; Voltage-dependent calcium channel gamma-2 subunit (Mus musculus) + Glutamate receptor 2 …; HEK293 GluA2+stargazin, membrane potential dye (FDSS), glutamate EC50; hits were called plate by plate, in both directions; calls only at 30 µM; actives 3.5% (n = 40,000); AID 1259245, 2017;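 active means any of four per-well response measures lying three or more SD from its plate-wide compound average, in either direction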
Target sequence (O88602 whole entry, looked up): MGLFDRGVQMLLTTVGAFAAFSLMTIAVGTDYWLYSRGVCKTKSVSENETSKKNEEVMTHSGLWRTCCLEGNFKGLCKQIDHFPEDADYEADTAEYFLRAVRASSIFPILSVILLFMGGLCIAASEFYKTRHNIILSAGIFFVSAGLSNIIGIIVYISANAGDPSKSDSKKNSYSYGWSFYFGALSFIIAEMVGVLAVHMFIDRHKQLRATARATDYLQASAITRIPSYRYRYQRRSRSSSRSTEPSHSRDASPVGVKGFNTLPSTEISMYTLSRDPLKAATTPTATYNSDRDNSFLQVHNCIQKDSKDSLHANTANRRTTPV
Target sequence (P19491 whole entry, looked up): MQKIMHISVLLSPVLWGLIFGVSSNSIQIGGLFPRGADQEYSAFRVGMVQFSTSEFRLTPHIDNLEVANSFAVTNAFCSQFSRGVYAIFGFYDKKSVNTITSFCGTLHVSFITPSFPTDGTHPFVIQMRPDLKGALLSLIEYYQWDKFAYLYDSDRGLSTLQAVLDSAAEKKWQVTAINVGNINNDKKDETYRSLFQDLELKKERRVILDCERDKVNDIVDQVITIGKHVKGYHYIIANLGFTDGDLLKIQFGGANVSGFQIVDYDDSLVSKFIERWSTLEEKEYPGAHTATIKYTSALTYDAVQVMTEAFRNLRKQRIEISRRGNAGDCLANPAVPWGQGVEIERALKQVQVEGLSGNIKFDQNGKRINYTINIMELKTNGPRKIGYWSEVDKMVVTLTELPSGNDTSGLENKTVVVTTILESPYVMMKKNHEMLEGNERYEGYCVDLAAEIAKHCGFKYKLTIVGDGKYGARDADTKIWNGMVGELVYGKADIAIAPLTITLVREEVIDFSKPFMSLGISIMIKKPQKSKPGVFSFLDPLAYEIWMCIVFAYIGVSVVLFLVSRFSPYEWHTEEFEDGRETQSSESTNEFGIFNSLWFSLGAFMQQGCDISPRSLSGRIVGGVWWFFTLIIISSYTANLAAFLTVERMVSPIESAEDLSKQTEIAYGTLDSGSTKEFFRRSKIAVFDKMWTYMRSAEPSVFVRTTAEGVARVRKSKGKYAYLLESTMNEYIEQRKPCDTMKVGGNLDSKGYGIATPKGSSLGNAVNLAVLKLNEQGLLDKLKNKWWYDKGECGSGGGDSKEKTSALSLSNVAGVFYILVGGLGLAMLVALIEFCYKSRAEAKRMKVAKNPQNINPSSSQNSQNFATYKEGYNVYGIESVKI
AMPAR-TARP mod agonism max-min = also measured in AMPAR-TARP mod; calls as there; compound max-min signal; compound-alone response (agonism);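 unitless range of fluorescence divided by baseline over first 100 seconds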
AMPAR-TARP mod glutamate slope = recorded beside AMPAR-TARP mod, whose call it bears; glutamate slope, % of max; measured here: glutamate response slope, % max;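 scaled per plate between vehicle wells and maximal 1 mM glutamate control wells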
Active calls of the source: *; i = inactive; + = active, no number.

SMILES,AMPAR-TARP mod,AMPAR-TARP mod agonism max-min,AMPAR-TARP mod glutamate slope
CCCC(=O)N1CCN(c2ncnc3c2nnn3-c2ccc(Cl)cc2)CC1,i,0.092,61
COCCNC(=O)Cn1nc2c(c1NC(=O)c1cc3ccccc3oc1=O)CSC2,i,0.093,57
COc1ccc(OCC(=O)Nc2ccc3c(c2)N(C(=O)C(C)(C)C)CC3)cc1,i,0.064,55
COc1ccc(S(=O)(=O)Nc2cccc(Oc3ccc(C)nn3)c2)c(C)c1C,i,0.079,62
COc1ccc(-c2ccc(=O)n(CCNC(=O)Nc3ccc(C)c(F)c3)n2)cc1OC,i,0.11,49
COc1ccc(-c2cc(CC(=O)Nc3ccc(OC)c(OC)c3)no2)cc1,i,0.057,43
CCOc1ccc(CC(=O)Nc2cc(-c3ccco3)nn2-c2nc3c(c(=O)[nH]2)CCCC3)cc1,i,0.12,58
COc1ccc2nc(-c3cccc(NC(=O)c4ccccc4C(F)(F)F)c3)cn2n1,i,0.044,41
COc1ccc(NC(=O)NCCCn2nc(-c3ccco3)ccc2=O)c(OC)c1,i,0.096,59
Cc1nc2sc(C(c3cccc(F)c3)N3CC(C)CC(C)C3)c(O)n2n1 (configuration not stated),i,0.11,62
Cc1ccccc1C(=O)N1CCN(c2ncnc3c2nnn3-c2ccc(Cl)cc2)CC1,i,0.12,53
O=C(Cc1noc2ccccc12)NC1CCCCC1N1C(=O)CSC1=O (configuration not stated),i,0.073,55
O=C(NCC(O)Cc1ccccc1)C(=O)Nc1ccccc1Cl (configuration not stated),i,0.17,62
Cc1ccc([N+](=O)[O-])cc1NC(=O)C(=O)NC(C)(C)CO,i,0.12,80
Cc1[nH]n2c(=O)cc(C(C)C)nc2c1-c1ccccc1,i,0.09,57
Cc1ccc(-c2ccc(=O)n(CCCNC(=O)Nc3ccc(F)c(Cl)c3)n2)cc1,i,0.097,60
O=C(Nc1ccccc1OC(F)F)c1ccc(Cl)c(S(=O)(=O)N2CCCCC2)c1,i,0.047,53
COc1cccc(C(=O)Nc2nnc(-c3cccs3)o2)c1,i,0.11,54
COc1ccc(-c2cccc(NC(=O)Nc3ccccc3)c2)nn1,i,0.12,47
COCCNC(=O)C(=O)Nc1ccc([N+](=O)[O-])cc1,i,0.13,76
O=C(Nc1ccc(F)c(Cl)c1)c1ccc(=O)n(Cc2ccc(C(F)(F)F)cc2)c1,i,0.12,56
O=C(CS/C(=C\c1ccccc1)C(=O)O)Nc1ccc(Cl)cc1,i,0.13,60
Cc1ccccc1-c1ccc(SCC(=O)N2CCCCC2)nn1,i,0.032,59
CC(C)NC(=O)CSc1nnc(CCn2ccc(=O)[nH]c2=O)o1,i,0.043,56
O=C(c1cccc(C(F)(F)F)c1)N1CCc2cc(S(=O)(=O)NC3CCCC3)ccc21,i,0.12,64

Overlap with the part before: 4 entries; new compounds follow.
SMILES,AMPAR-TARP mod,AMPAR-TARP mod agonism max-min,AMPAR-TARP mod glutamate slope
O=C(CS/C(=C\c1ccccc1)C(=O)O)Nc1ccc(Cl)cc1,i,0.13,60
Cc1ccccc1-c1ccc(SCC(=O)N2CCCCC2)nn1,i,0.032,59
CC(C)NC(=O)CSc1nnc(CCn2ccc(=O)[nH]c2=O)o1,i,0.043,56
O=C(c1cccc(C(F)(F)F)c1)N1CCc2cc(S(=O)(=O)NC3CCCC3)ccc21,i,0.12,64
COc1cccc(-n2nnnc2SCC(=O)N2CCOCC2)c1,i,0.078,70
O=C(c1ccccc1)N1CCN(C(=O)c2ccc[nH]2)CC1,i,0.097,58
Cc1c(Cl)cccc1NC(=O)C(=O)NCC(c1cccs1)N(C)C (configuration not stated),i,0.13,76
O=C(O)C1CCCCC1C(=O)N1CCNCC1 (configuration not stated),i,0.11,60
NC(=O)Cc1csc(NC(=O)C2CN(c3nc4c(C(F)(F)F)cccc4s3)C2)n1,i,0.12,58
O=C(Nc1sc2c(c1-c1nc3ccccc3s1)CCCC2)c1ccc(-c2ccccc2)cc1,i,0.067,32
COc1cc(NC(=O)CCc2csc(NC(=O)c3ccco3)n2)cc(OC)c1OC,i,0.095,56
Cc1cccn2cc(-c3ccc(NC(=O)c4ccc5c(c4)OCO5)cc3)nc12,i,0.099,47
CC(C)C(=O)Nc1ccc(SCCN2CCOCC2)nn1,i,0.051,25
Cc1cccc(C(=O)N(c2cccc(C)c2)C2C=CS(=O)(=O)C2)c1 (configuration not stated),i,0.062,59
COc1cc(S(=O)(=O)N2CCN(c3cc(C)cc(C)c3)CC2)c(OC)cc1Br,i,0.054,71
Cn1cccc1C(CNC(=O)C(=O)NC(C)(C)C)N1CCOCC1 (configuration not stated),i,0.069,52
CCOc1cccc2sc(N(CCN3CCOCC3)C(=O)c3ccc4ncsc4c3)nc12,i,0.086,60
COC(=O)NCC1COC2(CCCCC2)O1 (configuration not stated),i,0.1,93
Cc1ccc(NC(=O)c2ccc(=O)n(Cc3ccc(F)cc3)c2)cc1Cl,i,0.15,40
CCN1CCCc2cc(CCNC(=O)c3ccc(OC)c(OC)c3)ccc21,i,0.096,58
CCOc1ccc(CCNc2nccn(-c3ccc(Cl)cc3)c2=O)cc1OCC,i,0.12,71
CC1CCN(S(=O)(=O)c2ccc(-c3nc(C#N)c(N4CCc5ccccc5C4)o3)cc2)CC1,i,0.13,79
O=C(Cc1csc(NC(=O)c2ccc(=O)[nH]c2)n1)Nc1ccc(F)c(Cl)c1,i,0.072,29
O=C(NCC1COC2(CCCCC2)O1)c1ccco1 (configuration not stated),i,0.1,88
CN(C)C(CNC(=O)C(=O)Nc1ccc(OC(F)(F)F)cc1)c1ccco1 (configuration not stated),i,0.072,91
COc1ccc(N2C(=O)C(F)(F)C2c2ccccc2)cc1 (configuration not stated),i,0.13,67
CCOc1ccc(-c2ccc(=O)n(CCNS(=O)(=O)c3cccc(Cl)c3)n2)cc1,i,0.053,56
Cc1ccc(N2CCN(C(=O)Nc3cc(F)cc(F)c3)CC2)nn1,i,0.044,40
CCOc1ccc2ccccc2c1C(=O)N1CCN(C(=O)c2cnn3ccccc23)CC1,i,0.076,47

Reformatted with values under each structure: part of the list above
Fields: AMPAR-TARP mod | AMPAR-TARP mod agonism max-min | AMPAR-TARP mod glutamate slope
O=C(Nc1sc2c(c1-c1nc3ccccc3s1)CCCC2)c1ccc(-c2ccccc2)cc1
  i | 0.067 | 32
COc1cc(NC(=O)CCc2csc(NC(=O)c3ccco3)n2)cc(OC)c1OC
  i | 0.095 | 56
Cc1cccn2cc(-c3ccc(NC(=O)c4ccc5c(c4)OCO5)cc3)nc12
  i | 0.099 | 47
CC(C)C(=O)Nc1ccc(SCCN2CCOCC2)nn1
  i | 0.051 | 25
Cc1cccc(C(=O)N(c2cccc(C)c2)C2C=CS(=O)(=O)C2)c1 (configuration not stated)
  i | 0.062 | 59

(further entries)
SMILES,AMPAR-TARP mod,AMPAR-TARP mod agonism max-min,AMPAR-TARP mod glutamate slope
CCOC(=O)CCC(=O)NCCc1ccsc1,i,0.026,19
Cc1cc(=O)[nH]c(-n2nc(C)c(CCC(=O)NCCC3=CCCCC3)c2C)n1,i,0.1,59
Cc1cccc(C(C)C)c1NC(=O)/C(C#N)=C/c1ccc(Cl)cc1,i,0.056,75
COc1ccc(CNC(=O)C(=O)NCC(c2cccc(OC)c2)N2CCOCC2)cc1 (configuration not stated),i,0.046,48
Cc1c(O)ccc2cc(S(=O)(=O)c3ccc(F)cc3)c(=O)oc12,+,0.23*,50*
CN(C)C(CNC(=O)C(=O)Nc1cc(Cl)ccc1C#N)c1ccco1 (configuration not stated),i,0.077,97
CC(Oc1ccccc1)C(=O)NCCS(=O)(=O)N1CCN(c2ccccn2)CC1 (configuration not stated),i,0.073,56
CC(O)(CNS(=O)(=O)c1ccc2c(c1)OCCO2)c1ccc(-c2ccccc2)cc1 (configuration not stated),i,0.12,44
COc1ccc(NC(=O)N2c3ccccc3CC2C(N)=O)c(OC)c1 (configuration not stated),i,0.042,46
COc1cccc(OCC(=O)Nc2ccc(OC)c(N3CCCC3=O)c2)c1,i,0.061,-5
CCn1c(C)cc(O)c(C(c2cccc([N+](=O)[O-])c2)c2c(O)cc(C)n(CC)c2=O)c1=O,i,0.11,45
O=C(CCSc1ccccc1)NCC1CCN(C(=O)COc2ccccc2)CC1,i,0.07,57
CC1CN(C)CCN1CC1CCN(C(=O)CCC2CCCCC2)CC1 (configuration not stated),i,0.056,56
COc1ccccc1NC(=O)CN1CCC(c2nnc(C3CC3)o2)CC1,i,0.081,67
CS(=O)(=O)N1CCN=C1SCc1cccc(F)c1,i,0.073,49
O=C1CCS(=O)(=O)N1c1ccc(S(=O)(=O)N2CCc3ccccc32)cc1,i,0.079,62
COc1cc(-c2nc(COC(=O)c3nnn(-c4ccc(Cl)cc4)c3C)c(C)o2)cc(OC)c1OC,i,0.064,46
Cc1ccc(-c2noc(-c3cn(CC(=O)Nc4ccc(F)c(F)c4)c4nc(C)ccc4c3=O)n2)cc1,i,0.042,29
COc1ccccc1-c1c(C)nn2c(Nc3ccc(NC(C)=O)cc3)cc(C)nc12,i,0.13,62
CC(=O)Nc1sc2c(c1-c1nc3ccccc3s1)CCN(Cc1ccccc1)C2,i,0.14,68
CCC(CO)NC(=O)C(=O)Nc1c2c(nn1-c1ccc(Cl)cc1)CS(=O)(=O)C2 (configuration not stated),i,0.066,65
CN1CCN(c2ccc(N3CCN(S(=O)(=O)c4ccc([N+](=O)[O-])cc4)CC3)nn2)CC1,i,0.1,51
O=C1CC(c2nc3ccccc3n2Cc2ccccc2Cl)CN1Cc1ccccc1 (configuration not stated),i,0.18,76
O=S(=O)(NCC(O)c1ccc(C(F)(F)F)cc1)c1ccc(F)c(Cl)c1 (configuration not stated),+,0.27*,31*
CCC(=O)Nc1ccc2c(c1)ncn2C,i,0.07,6

Following part:
SMILES,AMPAR-TARP mod,AMPAR-TARP mod agonism max-min,AMPAR-TARP mod glutamate slope
CN(C)S(=O)(=O)c1ccc(C(=O)NCCc2csc(-c3ccc(F)cc3)n2)cc1,i,0.087,59
Cc1noc(C)c1S(=O)(=O)NCC1CCN(S(=O)(=O)C2CC2)CC1,i,0.061,41
CCOC(=O)C1=C(CCl)NC(=O)NC1c1ccccc1Cl (configuration not stated),i,0.11,49
O=C(NCc1n[nH]c(=O)c2ccccc12)c1ccc2ncsc2c1,i,0.2,53
CC(C)c1ccc(NC(=O)c2ccc(=O)n(Cc3cccc(F)c3)n2)cc1,i,0.084,61
COc1ccc(C(=O)Nc2sc3c(c2-c2nc4ccccc4s2)CCN(C(C)C)C3)cc1OC,+,0.23*,84*
COc1ccc(OC)c2sc(N(CCN3CCOCC3)C(=O)c3nc4ccccc4s3)nc12,i,0.22,65
CCOC(=O)c1c(SCC(=O)Nc2ccccc2)nc(=O)[nH]c1C,i,0.048,52
CCCCN1C(SCc2ccc(C#N)cc2)=NS(=O)(=O)c2ccccc21,i,0.05,49
Cc1ccc(S(=O)(=O)/C(C#N)=C/N2CCN(c3ccccc3)CC2)cc1C,i,0.13,65
CCOc1ccc(/C=C/C(=O)Nc2c(C)cccc2CC)cc1OC,i,0.048,54
CCOc1ccccc1NC(=O)Cn1cc(-c2ccccc2)c2ncn(CCOC)c(=O)c21,i,0.029,63
O=C(Nc1ccc2ncsc2c1)c1ccc(S(=O)(=O)N2CCCCCC2)cc1,i,0.068,44
Cc1ccc(C(=O)Nc2ccc(S(C)(=O)=O)cc2)cc1S(=O)(=O)N1CCCC1,i,0.13,50
O=C(c1cccc(Cl)c1)N1CCN(c2ncnc3c2nnn3-c2ccccc2)CC1,i,0.021,43
COc1ccc(CC(=O)NCCS(=O)(=O)N2CCN(c3ccccn3)CC2)cc1OC,i,0.049,45
COc1cccc(NC(=O)NCCn2nc(-c3cccs3)ccc2=O)c1,i,0.076,42
Cc1c(-c2ccc(Cl)cc2)c(=O)oc2ccc(O)cc12,i,0.11,60
COc1ccc(NC(=O)CSc2nccn(-c3ccc(Cl)cc3)c2=O)cc1OC,i,0.13,48
Cn1cccc1C(CNC(=O)C(=O)Nc1ccc2c(c1)OCO2)N1CCCCCC1 (configuration not stated),i,0.055,46
O=C(NCc1ccccc1F)c1ccc2c(=O)n3c(nc2c1)SCCC3,i,0.11,52
CC(O)(CNC(=O)C12CC3CC(CC(C3)C1)C2)c1ccccc1 (configuration not stated),i,0.1,60
COCCCNC(=O)c1nn(-c2ccc(F)cc2)cc1OC,i,0.13,59
COc1cccc(C(=O)Nc2ccc(N3CCCCS3(=O)=O)cc2)c1OC,i,0.11,65

One compound at a time (already shown). Values in the order: AMPAR-TARP mod | AMPAR-TARP mod agonism max-min | AMPAR-TARP mod glutamate slope
COc1ccc(CC(=O)NCCS(=O)(=O)N2CCN(c3ccccn3)CC2)cc1OC as listed: i | 0.049 | 45
CCCCN1C(SCc2ccc(C#N)cc2)=NS(=O)(=O)c2ccccc21 as listed: i | 0.05 | 49

High-throughput results from PubChem.

Only part of the results is shown. The share of hits here may be higher or lower than overall.
